WT yeast gro inh – growth inhibition of WT yeast, mitochondrial fusion screen. mitochondrial fusion phenotypic screen, WT strain. inhibition, % at 10 µM. 190,000 compounds, 2.1% hits. AID 1362; in the data active means inhibition above about 58%; tested in S. cerevisiae
Myeloid diff 2 – myeloid differentiation induction; 360,000 compounds, 1% hits; ER-HoxA9 myeloid progenitors, lysozyme-GFP differentiation, flow cytometry; calls only at 10 µM;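 active means normalized GFP-positive differentiation at or above the plate's own cutoff, the solvent-only control mean plus 3 SD; inconclusive means no clear call, values can overlap the other calls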;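 further: cells exposed to compound for four days before flow analysis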
RSV CPE inhibition – inhibition of RSV-induced cytopathic effect – HEp-2 cells, primary 10 µM value included (AID 2391); HEp-2 cells, RSV-induced CPE inhibition; higher % means a stronger effect; CPE inhibition, % at 10 µM; hits with a dose series show IC50 in µM; 310,000 compounds, 0.13% hits; in the data active means a potency from the dose series; inconclusive means CPE inhibition mostly from about 23% at the one dose, without a potency; inactive means the rest, 99 in 100 with CPE inhibition below about 21%; further: strong numbers were not always called active
West Nile virus CPE – West Nile virus antiviral activity, cell-based, CPE readout (AID 1621); West Nile virus-infected cells, CPE inhibition; higher % means a stronger effect; 290,000 compounds, 0.02% hits; one-dose CPE inhibition, % at 10 µM; IC50 in µM for titrated hits; in the data active means a potency from the dose series; inconclusive means CPE inhibition mostly from about 3.7% at the one dose, without a potency; inactive means the rest, 99 in 100 with CPE inhibition below about 2.2%; further: strong numbers were not always called active
PhoP inhibition – PhoP-dependent GFP reporter repression – Salmonella Typhimurium, primary screen (AID 1863). S. Typhimurium PhoP-regulated promoter GFP reporter, 4 h; higher % means a stronger effect. one-dose inhibition, % at 50 µM; IC50 in µM for titrated hits. 300,000 compounds, 0.16% hits;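 active means inhibition over 29.93%, a cutoff 3 SD above the screen mean, later confirmed by dose response; inconclusive means inhibition over 29.93% but no dose response follow-up; inactive means inhibition at most 29.93% or unconfirmed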;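 further: 0% = low Mg2+ inducing control and 100% = high Mg2+ repressing control; strong numbers were not always called active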
Rac1 GTP hydrolysis – MgcRacGAP GTPase-activating activity inhibitors, confirmation, biochemical, ADP Hunter fluorescence; MgcRacGAP-stimulated Rac1 GTP hydrolysis, ADP Hunter fluorescence; higher % means a stronger effect; GST-tagged Rac1 F28L mutant substrate; one-dose inhibition, % at 30 µM; IC50 in µM for titrated hits; 340,000 compounds, 0.6% hits;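 active means first-screen hits whose inhibition reached a set limit at any dose in the follow-up dose series; inconclusive means inhibition above the set first-screen limit but never retested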;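 further: fluorescence reports GDP produced by GAP-driven GTP hydrolysis; strong numbers were not always called active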
T cell modulator – T cell immune modulators affecting CD8 T cell-vesicle binding; 2C CD8+ T cell-vesicle binding, flow cytometry; hits give low values; calls only at 7 µM; 330,000 compounds, 0.068% hits; AID 2052;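 active means response, share of CD8 T cells binding vesicles, and their 90th percentile fluorescence all below set limits, cut at about 80% in these data, passing the limit was not always enough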
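Also added: QL9-peptide-loaded Drosophila micro-vesicles bearing Ld, ICAM-1 and B7-1; Test system: purified 2C TCR transgenic mouse naive CD8+ T cells; Measured by: cytometric PE anti-B7-1 and Alexa647 anti-CD8 signals after 1% paraformaldehyde fixation; Timing: binding step 1.5 h, 37 °C, antibody labelling 20 min, ice.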
SV40 large T antigen – SV40 large T antigen inhibitors, biochemical (AID 1903); SV40 large T antigen ATPase/helicase inhibition assay; higher % means a stronger effect; inhibition, % at 20 µM; hits with a dose series show IC50 in µM; 310,000 compounds, 0.39% hits; in the data active means a potency from the dose series; inconclusive means inhibition mostly from about 32% at the one dose, without a potency; inactive means the rest, 99 in 100 with inhibition below about 32%; further: strong numbers were not always called active
bCat nuc transl – alters nuclear translocation of beta-catenin in HeLa cells; 190,000 compounds, 0.3% hits; nuclear translocation activity, % at 5 µM; AID 1665; immunofluorescence imaging;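 active means nuclear translocation activity above 50% at 5 µM, with a well cell count of 50 or more; inconclusive means wells under 50 cells across six images, flagged as toxic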;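 further: per-cell ratio of nuclear to cytoplasmic median beta-catenin stain intensity; plate controls were DMSO negative control for no effect and GSK-3 inhibitor IX positive control for full effect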
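Test system: human HeLa cells, native beta-catenin. Compound dosing: 5 µM primary single dose, 0.1% DMSO, 0.02–20 µM confirmation series. Incubation: compound exposure 24 h at 37°C. Detection: beta-catenin immunostaining with DAPI counterstain, 20x imaging, 6 fields/well. Read-out basis: Nuclear/cytoplasmic beta-catenin signal ratio, % activation.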
WT yeast gro inh mutant strain – recorded beside WT yeast gro inh, whose call it bears; inhibition, %; mitochondrial fusion phenotypic screen, mutant strain inhibition
bCat nuc transl cell count 5 µM – recorded beside bCat nuc transl, whose call it bears; cell count; measured here: cell count, cytotoxicity flag
T cell modulator vesicle-bound % – recorded beside T cell modulator, whose call it bears; double positive events, %; measured here: CD8+ vesicle-bound cell fraction;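 binding gate set so that unloaded-vesicle control wells show 10% double positive cells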
Myeloid diff 2 GFP+ MAC1+ % – also measured in Myeloid diff 2; calls as there; GFP+ MAC1+ double positive, %; measured here: differentiation confirmed by MAC1 staining
* marks the source's active call; other numbers are inactive results.

Cc1ccc(C(=O)OCC(=O)NC2CCCC(C)C2C)cc1S(=O)(=O)N1CCCCC1 (stereo unspecified) was read as Myeloid diff 2 inactive, RSV CPE inhibition 0.5%, Rac1 GTP hydrolysis -3%, T cell modulator inactive, T cell modulator vesicle-bound % 41 and Myeloid diff 2 GFP+ MAC1+ % 0.7.
`NC(=S)NNc1cccc2cccnc12` gave WT yeast gro inh 3, Myeloid diff 2 inactive, RSV CPE inhibition 0.3%, West Nile virus CPE -0.6%, Rac1 GTP hydrolysis 24%, T cell modulator inactive, bCat nuc transl -1.5, WT yeast gro inh mutant strain -11, bCat nuc transl cell count 5 µM 1019, T cell modulator vesicle-bound % 27 and Myeloid diff 2 GFP+ MAC1+ % 1.4.
Screening CCc1nn(C(C)C(=O)NCc2cccc(OC)c2)c(=O)c2cc3occc3n12 (stereo unspecified) returned Myeloid diff 2 inconclusive, RSV CPE inhibition 3.1%, West Nile virus CPE 0.4%, PhoP inhibition 4%, Rac1 GTP hydrolysis -32%, T cell modulator inactive, SV40 large T antigen 5% and T cell modulator vesicle-bound % 12.
O=C(CCN1CCc2ccccc2CC1)c1ccc2c(c1)OCCO2 was read as WT yeast gro inh -4, Myeloid diff 2 inactive, RSV CPE inhibition 3.6%, West Nile virus CPE 2.0%, PhoP inhibition 20%, Rac1 GTP hydrolysis 2%, T cell modulator inactive, SV40 large T antigen 21%, WT yeast gro inh mutant strain 3, T cell modulator vesicle-bound % 48 and Myeloid diff 2 GFP+ MAC1+ % 1.5.
For N=c1c(C(=O)NCc2ccco2)cc2c(=O)n3ccccc3nc2n1CCc1ccccc1 the results were WT yeast gro inh 3, Myeloid diff 2 inactive, RSV CPE inhibition 4.0%, West Nile virus CPE 0.0%, PhoP inhibition -9%, Rac1 GTP hydrolysis 19%, T cell modulator inactive, SV40 large T antigen 15%, bCat nuc transl -2.7, WT yeast gro inh mutant strain 13, bCat nuc transl cell count 5 µM 1021, T cell modulator vesicle-bound % 6 and Myeloid diff 2 GFP+ MAC1+ % 0.6.
`CCCn1c(=O)c2ccccc2n2c(Sc3nnnn3-c3ccccc3)nnc12` gave WT yeast gro inh 10, Myeloid diff 2 inactive, RSV CPE inhibition 1.4%, West Nile virus CPE inconclusive, PhoP inhibition 1%, Rac1 GTP hydrolysis -5%, T cell modulator inactive, SV40 large T antigen -2%, bCat nuc transl -1.3, WT yeast gro inh mutant strain -10, bCat nuc transl cell count 5 µM 1095, T cell modulator vesicle-bound % 5 and Myeloid diff 2 GFP+ MAC1+ % 0.0.
COC(=O)c1ccc2c(c1)C(=O)/C(=C/c1ccc(C)cc1)O2 was read as WT yeast gro inh 5, Myeloid diff 2 inactive, RSV CPE inhibition -0.8%, West Nile virus CPE 0.0%, PhoP inhibition -1%, Rac1 GTP hydrolysis 12%, T cell modulator inactive, SV40 large T antigen 8%, bCat nuc transl -1.4, WT yeast gro inh mutant strain -15, bCat nuc transl cell count 5 µM 824, T cell modulator vesicle-bound % 51 and Myeloid diff 2 GFP+ MAC1+ % 1.0.
Screening COc1cc2c(cc1OC)CN(Cc1ccc(C)s1)CC2 returned WT yeast gro inh 6, RSV CPE inhibition 0.7%, West Nile virus CPE 0.0%, PhoP inhibition 9%, Rac1 GTP hydrolysis 29%, T cell modulator inactive, SV40 large T antigen 3%, WT yeast gro inh mutant strain 25 and T cell modulator vesicle-bound % 51.
Screening O=C(Nc1cccc(C(=O)O)c1)/C(=C\c1ccc2c(c1)OCO2)NC(=O)c1ccc(Br)cc1 returned WT yeast gro inh 15, Myeloid diff 2 inactive, RSV CPE inhibition 1.2%, West Nile virus CPE 0.4%, PhoP inhibition 4%, Rac1 GTP hydrolysis 0%, T cell modulator inactive, SV40 large T antigen 2%, bCat nuc transl -2.0, WT yeast gro inh mutant strain 4, bCat nuc transl cell count 5 µM 1033, T cell modulator vesicle-bound % 30 and Myeloid diff 2 GFP+ MAC1+ % 2.3.
For CCOC(=O)c1cc(C(C)C)sc1NC(=O)COC(=O)CCS(=O)(=O)c1ccccc1 the results were WT yeast gro inh 10, Myeloid diff 2 inactive, RSV CPE inhibition 3.6%, West Nile virus CPE -0.7%, PhoP inhibition -1%, Rac1 GTP hydrolysis 7%, T cell modulator inactive, SV40 large T antigen 4%, bCat nuc transl -1.9, WT yeast gro inh mutant strain -4, bCat nuc transl cell count 5 µM 581, T cell modulator vesicle-bound % 26 and Myeloid diff 2 GFP+ MAC1+ % 0.6.
Screening Cn1cccc1Cc1nnc(SCC(=O)N2CCOCC2)n1CCc1ccccc1 returned WT yeast gro inh -17, Myeloid diff 2 inactive, RSV CPE inhibition 1.3%, West Nile virus CPE 0.1%, PhoP inhibition -9%, Rac1 GTP hydrolysis 1%, T cell modulator inactive, SV40 large T antigen 1%, bCat nuc transl -2.4, WT yeast gro inh mutant strain 10, bCat nuc transl cell count 5 µM 1060, T cell modulator vesicle-bound % 52 and Myeloid diff 2 GFP+ MAC1+ % 2.2.
`CCc1ccccc1NC(=O)CCS(=O)(=O)c1ccc(OC)cc1` gave Myeloid diff 2 inactive, RSV CPE inhibition 0.8%, West Nile virus CPE -0.1%, PhoP inhibition 7%, Rac1 GTP hydrolysis 6%, T cell modulator inactive, SV40 large T antigen 25%, T cell modulator vesicle-bound % 36 and Myeloid diff 2 GFP+ MAC1+ % 0.5.
`CCN(CC(=O)Nc1cc(OC)ccc1OC)Cc1nc2ccccc2c(=O)[nH]1` gave WT yeast gro inh 0, Myeloid diff 2 inactive, RSV CPE inhibition 6.0%, West Nile virus CPE -0.7%, PhoP inhibition -6%, Rac1 GTP hydrolysis 0%, T cell modulator inactive, SV40 large T antigen 6%, bCat nuc transl -3.2, WT yeast gro inh mutant strain -3, bCat nuc transl cell count 5 µM 1103, T cell modulator vesicle-bound % 49 and Myeloid diff 2 GFP+ MAC1+ % 0.1.
O=C(NCCCN1CCN(c2ccc(F)cc2)CC1)C1CCCN(c2ncnc3c2nc2n3CCCCC2)C1 (stereo unspecified) was read as Myeloid diff 2 inactive, RSV CPE inhibition 20%, West Nile virus CPE -0.4%, PhoP inhibition -5%, Rac1 GTP hydrolysis 10%, T cell modulator inactive, SV40 large T antigen 10%, T cell modulator vesicle-bound % 17 and Myeloid diff 2 GFP+ MAC1+ % 4.3.
For Cc1cccn2c(=O)c(C=C(C#N)C#N)c(N3CCN(c4ccccc4)CC3)nc12 the results were Myeloid diff 2 inactive, RSV CPE inhibition 5.1%, West Nile virus CPE 0.5%, PhoP inhibition 0%, Rac1 GTP hydrolysis 1%, T cell modulator inactive, SV40 large T antigen 3%, T cell modulator vesicle-bound % 23 and Myeloid diff 2 GFP+ MAC1+ % 0.4.
`COc1ccc(N2CSC3=C(C#N)C(c4cc(OC)c(OC)cc4OC)CC(=O)N3C2)c(OC)c1` (stereo unspecified) gave WT yeast gro inh 6, Myeloid diff 2 inactive, RSV CPE inhibition 0.1%, West Nile virus CPE 0.1%, PhoP inhibition 9%, Rac1 GTP hydrolysis 19%, T cell modulator inactive, SV40 large T antigen 62%, WT yeast gro inh mutant strain 6, T cell modulator vesicle-bound % 37 and Myeloid diff 2 GFP+ MAC1+ % 2.0.
Screening COc1ccc(CN(C)C(=O)c2ccccc2OCc2c(C)noc2C)cc1OC returned Myeloid diff 2 inactive, RSV CPE inhibition 3.7%, Rac1 GTP hydrolysis 3%, T cell modulator inactive, T cell modulator vesicle-bound % 18 and Myeloid diff 2 GFP+ MAC1+ % 0.5.
Cc1ccc(O)c(CC(C)C)n1 was read as WT yeast gro inh -3, Myeloid diff 2 inactive, RSV CPE inhibition 0.0%, West Nile virus CPE 0.1%, PhoP inhibition 1%, Rac1 GTP hydrolysis 13%, T cell modulator inactive, SV40 large T antigen 6%, bCat nuc transl -0.9, WT yeast gro inh mutant strain -7, bCat nuc transl cell count 5 µM 1148, T cell modulator vesicle-bound % 31 and Myeloid diff 2 GFP+ MAC1+ % 1.2.
Cc1cccc(NC(=O)CSc2nnc(-c3ccco3)c(-c3ccco3)n2)c1 was read as WT yeast gro inh 3, West Nile virus CPE -0.2%, PhoP inhibition -7%, Rac1 GTP hydrolysis 22%, SV40 large T antigen 35%, bCat nuc transl -2.2, WT yeast gro inh mutant strain 1 and bCat nuc transl cell count 5 µM 963.
For COc1ccc2cc(S(=O)(=O)NCCCN3CCOCC3)ccc2c1 the results were WT yeast gro inh -7, Myeloid diff 2 inactive, RSV CPE inhibition -0.6%, West Nile virus CPE -1.6%, PhoP inhibition 16%, Rac1 GTP hydrolysis 4%, T cell modulator inactive, SV40 large T antigen 7%, WT yeast gro inh mutant strain 2, T cell modulator vesicle-bound % 5 and Myeloid diff 2 GFP+ MAC1+ % 0.4.
Screening O=C(COC(=O)C1c2ccccc2Oc2ccccc21)Nc1ccc2c(c1)OCO2 returned WT yeast gro inh 1, Myeloid diff 2 inactive, RSV CPE inhibition -0.3%, West Nile virus CPE -0.1%, PhoP inhibition -5%, Rac1 GTP hydrolysis 14%, T cell modulator inactive, SV40 large T antigen 10%, bCat nuc transl -5.7, WT yeast gro inh mutant strain -21, bCat nuc transl cell count 5 µM 1210, T cell modulator vesicle-bound % 20 and Myeloid diff 2 GFP+ MAC1+ % 0.9.
CCCc1nc(SCC(=O)NC2CC2)c2c(C)c(C)sc2n1 was read as Myeloid diff 2 inactive, RSV CPE inhibition 1.2%, West Nile virus CPE -0.5%, PhoP inhibition -1%, Rac1 GTP hydrolysis 11%, T cell modulator inactive, SV40 large T antigen 4%, T cell modulator vesicle-bound % 34 and Myeloid diff 2 GFP+ MAC1+ % 4.3.

Screening results deposited in PubChem by several laboratories.
